core dimer inh: HCV core protein dimerization inhibition; TR-FRET GST/Flag-core106 dimerization, 1536-well; inhibition, % at 5 µM; 300,000 compounds, 0.33% hits; AID 1899;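 active = inhibition above the mean of all tested compounds plus 3 SD, set per screening campaign, cut at about 45% in these data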
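System – GST-tagged and Flag-tagged HCV core protein residues 1-106 · Repeats – one well for each compound · Technique – TR-FRET 671 and 617 nm emission · Doses – one concentration, 5 µM, in 0.5% DMSO · Times – 4 h, 22.5 °C incubation · Also added – Eu donor and XL665 acceptor anti-tag antibodies · Measure – percent inhibition of core106 dimerization signal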
Fh CTSL1 inh: blocks F. hepatica cathepsin L1 in PFM18AAP counter-screen; 300,000 compounds, 0.49% hits; inhibition, % at 5.96 µM; recombinant F. hepatica cathepsin L1, Z-Leu-Arg-MCA fluorescence;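 active = inhibition above the mean of all tested compounds plus 3 SD, set per screening campaign, cut at about 17% in these data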;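 also: 0% = plate median of test compound wells and 100% = 1 µM Z-Phe-Ala-diazomethylketone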
AHR activator: activators of human aryl hydrocarbon receptor. AHR-responsive luciferase reporter cells, luminescence. activation, % at 5 µM. P35869. 320,000 compounds, 2.5% hits; in the data active = activation above about 47%;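 also: 0% = vehicle wells and 100% = reference agonist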
PP5 primary: PP5 (human) phosphatase inhibition. 320,000 compounds, 0.18% hits. P53041. purified PP5c, OMFP substrate fluorescence. inhibition, % at 6.7 µM;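 active = inhibition above the campaign's mean inhibition across all tested compounds plus 3 SD, cut at about 9.5% in these data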;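 also: 0% = DMSO only and 100% = 100 µM cantharidin control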
procasp3 activ: activators of human procaspase-3. P42574. recombinant procaspase-3 D3A, Ac-DEVD-pNA absorbance 405 nm. activation, % at 8.5 µM. 330,000 compounds, 0.11% hits;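 active = activation above the mean of all tested compounds plus 3 SD, cut at about 21% in these data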;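 also: 0% = DMSO alone and 100% = DMSO wells spiked with extra 5 µM PC-3 D3A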
Target sequence (P42574 whole entry D9A/D28A/D175A): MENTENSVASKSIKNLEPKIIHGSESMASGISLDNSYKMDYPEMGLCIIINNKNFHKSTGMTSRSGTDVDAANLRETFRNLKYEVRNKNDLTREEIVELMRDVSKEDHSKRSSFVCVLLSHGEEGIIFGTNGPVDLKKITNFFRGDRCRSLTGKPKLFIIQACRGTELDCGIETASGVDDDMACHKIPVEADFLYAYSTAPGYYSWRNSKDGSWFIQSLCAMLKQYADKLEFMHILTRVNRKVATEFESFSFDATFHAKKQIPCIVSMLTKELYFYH
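Test system: Procaspase-3 D3A mutant, all three cleavage aspartates alanine | Dosing: Single dose, 8.5 µM nominal compound, 0.8% DMSO | Schedule: 1 h preincubation, 2 h reaction | Technique: 405 nm absorbance of p-nitroaniline, reads at 0 and 120 min | Repeats: One well per compound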
TPT1 inhibitor: C. albicans TPT1 enzyme inhibition; recombinant caTPT1, FP RNA substrate dephosphorylation; inhibition, % at 5 µM; 300,000 compounds, 0.81% hits; AID 1962;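 active = inhibition above the mean of all tested compounds plus 3 SD, set per screening campaign, cut at about 24% in these data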;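 also: plate controls were DMSO alone for no effect and ferristatin control at 100 nM for full effect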
PAFAH2 inh: inhibitors of human PAFAH2. inhibition, % at 3.39 µM. 340,000 compounds, 0.99% hits. AID 492956. recombinant PAFAH2, FP-rhodamine activity probe, fluorescence polarization. Q99487;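 active = inhibition above the mean over all tested compounds plus 3 SD, cut at about 30% in these data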;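 also: inhibitors block probe labeling of enzyme so polarization drops; 0% = enzyme with DMSO and 100% = wells lacking PAFAH2 protein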
PP1 counter: PP1-alpha (human) inhibition in PP5 counter-screen; P62136; purified PP1alpha, OMFP fluorescence; inhibition, % at 6.7 µM; 320,000 compounds, 0.9% hits; AID 2235;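 active = inhibition above the mean inhibition of all tested compounds plus 3 SD, computed separately for each screening campaign, cut at about 15% in these data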
Target sequence (P62136 whole entry, looked up): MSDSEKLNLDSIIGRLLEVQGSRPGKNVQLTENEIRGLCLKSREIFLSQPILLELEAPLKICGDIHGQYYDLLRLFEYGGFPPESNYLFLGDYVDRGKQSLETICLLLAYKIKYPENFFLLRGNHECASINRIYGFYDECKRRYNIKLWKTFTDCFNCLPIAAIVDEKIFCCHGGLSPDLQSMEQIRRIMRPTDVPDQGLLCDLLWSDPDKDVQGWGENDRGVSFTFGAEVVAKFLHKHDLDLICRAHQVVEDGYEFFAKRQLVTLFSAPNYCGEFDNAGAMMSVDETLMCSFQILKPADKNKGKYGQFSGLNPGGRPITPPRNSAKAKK
proCasp7 act: counter-screen: procaspase-7 (human) activation. recombinant procaspase-7, Ac-DEVD-pNA absorbance 405 nm; D23A/D198A/D206A triple mutant, cannot self-cleave; scale: DMSO 0, 5 µM enzyme 100. activation, % at 8.5 µM. P55210. 330,000 compounds, 0.093% hits;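 active = percent activation above the screen-wide mean plus 3 SD, cut at about 25% in these data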
Target sequence (P55210 whole entry D23A/D198A/D206A): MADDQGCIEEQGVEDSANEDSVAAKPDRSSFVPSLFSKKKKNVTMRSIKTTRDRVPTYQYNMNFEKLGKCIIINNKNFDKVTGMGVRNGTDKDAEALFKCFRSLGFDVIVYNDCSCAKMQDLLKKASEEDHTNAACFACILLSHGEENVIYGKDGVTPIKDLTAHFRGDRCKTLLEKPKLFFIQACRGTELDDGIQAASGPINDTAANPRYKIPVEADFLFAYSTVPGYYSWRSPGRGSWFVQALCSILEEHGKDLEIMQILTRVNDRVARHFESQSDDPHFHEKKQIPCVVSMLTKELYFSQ
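Assay system: Uncleavable procaspase-7 mutant enzyme | Input: 2 µM procaspase-7 mutant as dispensed | Timing: 1 h compound preincubation, 2 h substrate cleavage, 25 °C | Repeats: One well per compound | Control set: DMSO wells as 0%, DMSO with 5 µM added PC-7 as 100% | Technique: Epi-absorbance of released pNA at 405 nm, two timepoints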
* = called active by the depositor; · = no result given.

item	smiles	core dimer inh	Fh CTSL1 inh	AHR activator	PP5 primary	procasp3 activ	TPT1 inhibitor	PAFAH2 inh	PP1 counter	proCasp7 act
1	COCCOC(=O)CSc1ncccc1-c1nc2cc(C)c(C)cc2[nH]1	2	1	13	3.6	3	5	-8	1	-3
2	Cc1ccc(NC(=O)C2=COCCO2)cc1S(=O)(=O)N1CCOCC1	·	·	1	-1.9	-4	·	0	-6	2
3	O=C(NC(CO)Cc1ccccc1)c1ccccc1 (stereo not drawn)	-1	-1	5	-1.5	2	-4	-2	-1	5
4	CC(NC(=O)c1ccccc1)C(=O)OCC(=O)c1c(N)n(C)c(=O)n(C)c1=O (stereo not drawn)	·	·	0	1.1	4	·	0	1	1
5	Cc1cc(N/N=C/c2ccc(O)cc2O)c2ccccc2n1	-6	2	-1	0.2	-1	0	2	-4	2
6	COc1ccc(N(C(C)C(=O)N/N=C(\C)C(C)(C)C)S(C)(=O)=O)cc1 (stereo not drawn)	-7	4	7	0.5	5	2	-1	-4	0
7	CC12CCC(C(=O)Nc3ccncc3)(CC1O)C2(C)C (stereo not drawn)	2	-1	1	1.8	-2	2	-3	-4	1
8	Cc1ccc(C(C)n2cc(C(=O)NCCN3CCN(C)CC3)nn2)cc1 (stereo not drawn)	-1	-2	2	-1.1	7	-4	-4	-8	2
9	CCOc1ccc(CN2C(=O)c3ccccc3C2=O)cc1C(=O)N1CCC(C(N)=O)CC1	6	2	2	-0.5	2	1	-3	0	3
10	CCOc1ncccc1C(=O)OCCN1C(=O)c2ccccc2C1=O	-6	-1	3	3.3	2	-4	-8	0	6
11	CCCC(=O)NCCCc1nc2ccccc2n1CC	-4	-1	6	-0.9	3	-8	-7	-4	2
12	CC(C)(C)c1ccc(N2C(=O)CSC2c2cccnc2)cc1 (stereo not drawn)	0	5	1	-0.6	2	1	8	-5	6
13	CCNc1nc(SCCOc2ccccc2)nc(N(C)C)n1	5	-2	-3	3.1	-4	1	-6	-2	-5
14	COc1ccc(/C=C/C(=O)Oc2cccc(/C=N/NC(=O)COc3c(C)cccc3C)c2)cc1	20	0	-1	1.1	-10	-2	-12	9	1
15	CCOc1ccc(/C=N/NC(=O)Cc2csc(Nc3cccc(C(F)(F)F)c3)n2)c(OCC)c1	24	4	2	6.8	-4	-5	-20	10	6
16	CCc1ccc(Nc2nc3ccccc3c(=O)s2)cc1	-8	1	-2	3.1	1	-2	7	4	2
17	CSCC[C@H](N)C(=O)N1CCC(C(=O)N[C@H](C(=O)NCc2ccccc2F)C(C)C)CC1	2	-3	-1	2.1	0	-3	8	0	0
18	Cc1nc(NCc2ccccc2)sc1C(=O)Nc1ccccc1	0	2	12	-0.5	-13	2	-3	1	-4
19	Cc1ccc(OCC(=O)N2CCC(N3CC(C)CC(C)C3)CC2)cc1 (stereo not drawn)	-5	-2	-2	3.6	11	0	0	3	-6
20	CCn1c(=S)sc2c(=O)n(CC(=O)Nc3cccc(Cl)c3)c(C)nc21	1	0	3	4.2	-1	-1	1	10	3
21	COc1cccc(N(C(=O)Cn2nnc(-c3ccc(C)cc3)n2)C(C(=O)NC(C)(C)C)c2c[nH]c3ccccc23)c1 (stereo not drawn)	19	-1	10	2.6	-2	2	-3	6	-4
22	CC(CN1CCCCC1)C(=O)NN (stereo not drawn)	-1	3	1	-4.8	3	-2	2	-2	7
23	CSc1ccccc1OCc1cc(C(=O)NCCN2CCCC(O)C2)no1 (stereo not drawn)	-3	-3	8	-3.5	-1	-1	-3	2	-1
24	COC(=O)C(Cc1ccccc1)NC(=O)c1cc(S(=O)(=O)N(C)C)ccc1Cl (stereo not drawn)	-4	2	2	-0.1	0	0	0	-2	9
25	CCN(CC)S(=O)(=O)c1ccc(OC)c(NC(=O)c2ccc3c(c2)OCO3)c1	2	5	5	1.3	11	-2	7	-1	0
26	COc1cccc(NC(=O)CN2C(=O)COc3ccc(S(=O)(=O)N4CCOCC4)cc32)c1	-6	-2	3	0.4	3	-2	2	-2	9
27	COc1ccc(CCNc2c(C=O)c(=O)[nH]c3ccccc23)cc1OC	-10	-4	6	2.6	8	2	-8	-2	-2
28	CCn1c(O)c(C=Nc2ccccc2)n(-c2ccccc2)c1=S	-4	0	0	0.3	7	-1	7	-3	-6
29	CCCC(=O)Nc1ccc(C(=O)N/N=C/c2cccnc2)cc1	-1	3	2	2.0	-11	4	0	9	-5
30	Cc1ccc(NC(=O)NNC(=O)c2ccc3c(c2)NC(=O)C(C)(C)O3)cc1	-10	-4	3	1.3	-2	-1	-12	0	3
31	O=C(O)c1ccccc1NCCO	-2	0	-2	-1.0	-2	-3	3	-6	3
32	O=c1c(-c2c(O)cc(O)c3c2O[C@H](c2ccc(O)cc2)CC3)c(-c2ccc(O)cc2)oc2cc(O)cc(O)c12	·	·	2	·	-1	·	-21	·	-8
33	CC1=CCC2C(=O)N(c3ccc(C(=O)N4CCCCCC4)cc3)C(=O)C2C1 (stereo not drawn)	2	-1	4	2.6	-3	2	3	4	1
34	CCN(CC(=O)Nc1ccc(NC(C)=O)cc1)Cc1c(O)ccc2cc(Br)ccc12	3	4	3	2.0	-16	0	-4	3	-25
35	Cc1cccc(OCc2nnc(SCC(=O)N3CCN(C(=O)c4ccco4)CC3)n2C)c1C	3	-5	-3	1.1	-5	-2	4	-4	5
36	CC(Oc1cccc(Cl)c1)C(=O)Nc1ccc(S(=O)(=O)NC2=NCCCCC2)cc1 (stereo not drawn)	4	2	3	0.1	-5	-4	3	1	-2
37	Cc1ccc(C(=O)Nc2ccon2)cc1S(=O)(=O)N1CCCC1	2	-5	2	0.7	3	1	-5	-8	8
38	CC(=NNC(=O)COc1cccc(C)c1)c1cccnc1	·	·	31	·	15	·	6	·	7
39	CC1CCCC(NCC(O)COC(c2ccc(F)cc2)c2ccc(F)cc2)C1C (stereo not drawn)	-1	-1	3	0.7	0	1	5	8	7
40	O=C(CN1CCOCC1)Nc1nc(-c2ccc3c(c2)CCN3S(=O)(=O)c2ccccc2)cs1	11	1	10	1.4	-3	7	16	-5	-8
41	CON(C)S(=O)(=O)c1cccc(C(=O)N(CC(=O)Nc2ccccc2C(F)(F)F)Cc2ccco2)c1	·	·	2	·	-9	·	8	·	-12
42	Cc1cc(SCC(=O)OCC(=O)N(CCC#N)c2ccccc2)nc2ccccc12	6	3	-2	0.2	6	-1	7	1	0
43	C[C@H]1CCC(=O)N([C@H](CN=[N+]=[N-])Cc2ccccc2)CC1	-4	4	-2	-0.4	3	-3	-6	-1	4
44	CC1CCN(C(=S)NC(=O)c2ccc(F)cc2)CC1	·	·	-2	·	-5	·	-2	·	15
45	CC(=O)COc1ccccc1OC(=O)c1ccco1	0	-3	-1	-0.5	3	-3	8	-2	8
46	N#Cc1ccc(-n2nnc3ccccc3c2=O)c([N+](=O)[O-])c1	-2	4	40	3.6	-1	0	-3	2	0
47	COC/C=C/C1=CC2=CC(=O)C(C)(OC(=O)c3cnc4ccccc4n3)C(=O)C2=CN1CC1CC1 (stereo not drawn)	35	1	-2	2.1	-1	-2	4	11	-1
48	NNC(=O)c1nnn(-c2nonc2N)c1CN1CCc2ccccc2C1	1	-1	3	2.3	12	-3	-2	-1	8
49	Cc1cc(C(F)(F)F)nn1CC(=O)Nc1cccnc1	2	-2	4	1.5	2	-5	-6	-1	12
50	CC(=NCCc1ccccc1)C1=C(O)CSC1=O	-6	2	49*	2.0	-1	-1	3	-11	-8
51	Cc1ccc(NC(=O)c2ccc(OCC3CCCO3)cc2)cc1 (stereo not drawn)	-12	2	4	2.0	10	1	0	-6	6
52	CC(OC(=O)C1=COCCO1)C(=O)Nc1ccc(Oc2ccccc2)cc1 (stereo not drawn)	-5	-14	0	1.4	-11	-3	3	0	7
53	CCCCNC(=O)CN1C(=O)NC2NC(=O)NC21 (stereo not drawn)	5	-2	-2	0.7	1	-2	-4	-1	-2
54	CC(OC(=O)c1snc(C(=O)NC2CCCCC2)c1N)C(=O)NC(C)(C)C (stereo not drawn)	-5	0	3	0.2	3	-5	4	-1	3
55	CCOC(=O)N1CCC(N2Cc3cccc(C(=O)Nc4ccc(CC)cc4)c3C2=O)CC1	10	-1	7	1.3	0	-2	-5	-1	4
56	Cc1nc(SCC(=O)Nc2cc(C)on2)c2c(=O)n(C)c(=O)n(C)c2n1	-6	0	1	1.9	6	-2	2	-2	-10
57	COc1cc(OC)cc(C(=O)Nc2ccc(NC(=O)c3ccco3)c(C)c2)c1	20	0	8	-0.9	-8	1	-22	-3	-5
58	O=C(O)c1cccc(S(=O)(=O)NCCC(c2ccccc2)c2ccccc2)c1	6	1	3	3.1	-6	1	-3	0	5
59	CC(C)CC(CO)N1CCN(C(=O)c2cccc(Cl)c2)CCC1=O (stereo not drawn)	7	-3	-2	-2.0	8	0	6	-1	8
60	O=c1ccc2ccc(O[C@@H]3O[C@H](CO)[C@@H](O)[C@H](O)[C@H]3O)c(O)c2o1	·	·	12	-0.9	1	·	0	-1	3

3 structures from above, arranged by number of heavy atoms, falling:
item	smiles	core dimer inh	Fh CTSL1 inh	AHR activator	PP5 primary	procasp3 activ	TPT1 inhibitor	PAFAH2 inh	PP1 counter	proCasp7 act
39	CC1CCCC(NCC(O)COC(c2ccc(F)cc2)c2ccc(F)cc2)C1C (stereo not drawn)	-1	-1	3	0.7	0	1	5	8	7
4	CC(NC(=O)c1ccccc1)C(=O)OCC(=O)c1c(N)n(C)c(=O)n(C)c1=O (stereo not drawn)	·	·	0	1.1	4	·	0	1	1
5	Cc1cc(N/N=C/c2ccc(O)cc2O)c2ccccc2n1	-6	2	-1	0.2	-1	0	2	-4	2

The results go on:
item	smiles	core dimer inh	Fh CTSL1 inh	AHR activator	PP5 primary	procasp3 activ	TPT1 inhibitor	PAFAH2 inh	PP1 counter	proCasp7 act
61	CC(=O)Nc1ccc(S(=O)(=O)N2CCC(C(=O)NCc3ccncc3)CC2)cc1	-1	-4	0	0.2	-4	-1	7	-1	9
62	Cc1ccccc1Nc1nc(CSc2nnnn2-c2ccccc2)cs1	25	5	5	3.8	-15	14	-6	2	-18
63	CC(C)CC1NC(=O)N(CC(=O)Nc2cc(S(=O)(=O)N3CCOCC3)ccc2Cl)C1=O (stereo not drawn)	·	·	0	·	4	·	-4	·	2
64	CCOC(=O)CN(C(=O)Cn1nnc2ccccc21)C(C(=O)NCCOC)c1ccccc1 (stereo not drawn)	1	-3	-1	-0.7	8	0	5	-1	9
65	Cc1cc(C)c(S(N)(=O)=O)c(C)c1N(C)S(=O)(=O)c1ccc(Cl)cc1	-11	-3	5	0.5	4	1	11	0	1
66	CC(C)C(=O)N1CCN(c2ccc(NC(=O)c3cccs3)cc2)CC1	-13	0	9	1.3	-8	-2	6	4	1
67	COc1cccc(-c2nnc(SCC3CNC(=O)O3)n2-c2ccc(Cl)cc2)c1 (stereo not drawn)	4	-1	1	2.0	-7	0	5	3	-15
68	Cc1cc([N+](=O)[O-])ccc1-c1ccc(/C=N/NC(=O)c2ccc(Br)o2)o1	31	-1	6	2.4	8	4	-6	11	-4
69	Cc1cccc(NC(=O)COC(=O)c2cccc(S(=O)(=O)N3CCCCCC3)c2)c1	·	·	0	5.0	-3	·	74*	6	3
70	Cn1cnc2c1c(=O)[nH]c(=O)n2C	1	1	-2	1.8	14	1	·	0	-4
